Jurkat NFkB inh – inhibitors of induced NF-kB luciferase reporter, primary screen, TCR NF-kB activation inhibitor project, cell-based, luminescence, uHTS | 0.53% of 330,000 active | inhibition, % at 4 µM | Jurkat, PMA/ionomycin-induced NF-kB luciferase reporter | AID 435003, 2010
Gli-Sufu antag – Gli-Sufu pathway antagonists, primary screen, luciferase luminescence, Sufu-KO-LIGHT cells, uHTS | Sufu-KO-LIGHT fibroblasts, Gli luciferase reporter luminescence | inhibition, % at 5 µM | 0.74% of 340,000 active | AID 588413, 2011;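 active = inhibition above about 55%, limit read from the data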;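 also: 0% = DMSO-treated cells and 100% = wells with medium but no cells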
SENP7 block – SENP7 protease inhibitors, primary screen, biochemical, luminescence, uHTS | Sentrin-specific protease 7 (Homo sapiens), Q9BQF6 | recombinant SENP7, Z-RLRGG-aminoluciferin luminescence, 40 min | inhibition, % at 5 µM | 1.5% of 330,000 active | AID 434973, 2010;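 active = inhibition above about 50% at the single test dose, limit read from the data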;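 also: plate controls were DMSO with enzyme for no effect and no enzyme buffer wells for full effect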
Target sequence (Q9BQF6 706-1050 limits assumed): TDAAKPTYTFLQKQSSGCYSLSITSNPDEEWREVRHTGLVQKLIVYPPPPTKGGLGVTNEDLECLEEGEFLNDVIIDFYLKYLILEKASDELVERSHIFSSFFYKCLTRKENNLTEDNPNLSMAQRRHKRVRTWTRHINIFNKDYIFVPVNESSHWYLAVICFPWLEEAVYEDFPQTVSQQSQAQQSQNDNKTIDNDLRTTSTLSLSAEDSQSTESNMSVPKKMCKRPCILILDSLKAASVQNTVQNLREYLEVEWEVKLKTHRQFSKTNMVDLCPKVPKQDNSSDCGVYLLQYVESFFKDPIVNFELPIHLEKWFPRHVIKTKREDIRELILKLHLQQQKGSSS
697 NFkB inh – inhibitors of PMA/ionomycin-induced NF-kB reporter, 697 cells, primary screen, B-cell NF-kB inhibitor project, cell-based, luminescence, uHTS; 697 B-cell NF-kB luciferase reporter, 16 h; inhibition, % at 4 µM; 0.33% of 330,000 active; in the data active = inhibition above about 35%
HKDC1 inh – HKDC1 hexokinase inhibitors, primary screen, biochemical, fluorescence, uHTS. recombinant HKDC1, G6PDH/diaphorase resazurin coupled fluorescence. 0.16% of 340,000 active. inhibition, % at 20 µM. AID 493160, 2011. Q2TB90;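 active = inhibition above about 35% when tested at 20 µM, limit read from the data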;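 also: plate controls were DMSO wells with enzyme for no effect and DMSO wells lacking enzyme for full effect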
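Incubation: 90 min at room temperature in dark / Material: recombinant HKDC1 (HK5) hexokinase enzyme, produced in-house / Quantity: enzyme 5 µg/mL final / Compound: one dose of 20 µM, 1% DMSO / Reagent: glucose and ATP substrates / Buffer or medium: Tris pH 8.0 buffer with MgCl2, Tween-20, BSA, BME / Technique: resorufin fluorescence at 613 nm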
UBC13 polyUb – UBC13 polyubiquitin chain formation inhibitors, primary screen, biochemical, TR-FRET, uHTS; 0.47% of 330,000 active; AID 485273, 2010; inhibition, % at 20 µM; Ubiquitin-conjugating enzyme E2 N (Homo sapiens), P61088; in the data active = inhibition above about 45%, passing the limit was not always enough; inconclusive = no clear call, values can overlap the other calls
Target sequence (P61088 whole entry, looked up): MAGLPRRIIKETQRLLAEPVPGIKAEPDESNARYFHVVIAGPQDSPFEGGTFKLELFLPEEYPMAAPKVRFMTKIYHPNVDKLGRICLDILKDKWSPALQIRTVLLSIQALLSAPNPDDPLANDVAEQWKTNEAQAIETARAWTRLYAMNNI
Apaf1 inhib – inhibitors of human Apaf-1 apoptosome, primary screen, biochemical, DEVD-Rh110 fluorescence, uHTS. Apoptotic protease-activating factor 1 (Homo sapiens), O14727. reconstituted apoptosome caspase-3 activity. inhibition, % at 20 µM. 0.71% of 330,000 active. AID 489030, 2010; active = inhibition of at least 40% at 20 µM;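 also: plate controls were DMSO wells for no effect and DEVD-CHO caspase inhibitor wells for full effect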
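Material: reconstituted apoptosome with Apaf-1, cytochrome c, caspase-9, procaspase-3, dATP. Technique: Rh110 fluorescence intensity. Buffer or medium: pH 7.5 Hepes buffer with CHAPS, BSA, DTT. Times: 30 min plus 50 min, RT.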
SENP8 inh – SENP8 protease inhibitors, primary screen, biochemical, luminescence | 1.2% of 330,000 active | purified SENP8, Z-RLRGG-aminoluciferin cleavage | AID 2540, 2010 | inhibition, % at 10 µM
Target sequence (Q96LD8 whole entry, looked up): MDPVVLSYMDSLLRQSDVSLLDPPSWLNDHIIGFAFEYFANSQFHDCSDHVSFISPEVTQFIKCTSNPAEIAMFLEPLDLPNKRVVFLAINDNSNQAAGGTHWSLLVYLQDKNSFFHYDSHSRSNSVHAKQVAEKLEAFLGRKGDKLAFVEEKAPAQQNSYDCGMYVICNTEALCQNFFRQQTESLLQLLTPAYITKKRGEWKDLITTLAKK
* = called active by the depositor; ? = inconclusive; . = no result given. Rule as the data show it, unless noted: active = inhibition above about 50%; inactive = the rest.

SMILES | Jurkat NFkB inh | Gli-Sufu antag | SENP7 block | 697 NFkB inh | HKDC1 inh | UBC13 polyUb | Apaf1 inhib | SENP8 inh
CC(=O)NC(CCS(C)(=O)=O)C(=O)Nc1c(F)cccc1F (configuration not stated) | -6 | -11 | 3 | 0 | -7 | -10 | -19 | 0
COc1ccc(C)cc1NC(=O)CN1C(=O)C2CC=CCC2C1=O (configuration not stated) | 3 | -6 | -8 | 11 | -4 | 1 | -315 | 5
COc1ccc(CNC(=O)CCn2ccc3cc(S(=O)(=O)N4CCCC4)ccc32)cc1 | -11 | -2 | 12 | 13 | 0 | -1 | 5 | 6
O=c1/c(=C/c2ccc(O)cc2)sc2nc3cc(Br)cnc3n12 | 3 | . | 1 | 15 | . | -7 | -14 | -11
CC1(C)Cc2nc3sc4c(=O)n(CC(=O)NCc5ccccc5)cnc4c3cc2CO1 | 61* | -48 | -8 | -165 | -4 | 41 | -1 | -6
CCCc1cc(C(=O)Nc2ccc(C(=O)OC)cc2)cs1 | -13 | -33 | -1 | 12 | -3 | -5 | 5 | -3
O=C(N/N=C/c1ccc(OC(=O)c2ccccc2Cl)cc1)c1cc(O)cc(O)c1 | 10 | -2 | -4 | 16 | 13 | 26 | 14 | 0
CC(=O)c1ccc(NC(=O)CSc2nc(C)cc(C)c2C(N)=O)cc1 | 7 | 6 | 3 | 16 | -8 | -4 | -3 | -4
O=C(CN1C(=O)NC2(CCOc3ccccc32)C1=O)Nc1cccc([N+](=O)[O-])c1 (configuration not stated) | 2 | 0 | -3 | 1 | -2 | 2 | 1 | 7
CC(=O)Nc1ccc(SCCN2CC[C@@H](O)CCC2=O)cc1 | 5 | -2 | 6 | 22 | 4 | 15 | -3 | 2
Cc1onc(-c2ccccc2)c1C(=O)OCC(=O)Nc1ccc(C#N)cc1 | 6 | -1 | 0 | 10 | -3 | 1 | 12 | -12
COc1cc(OC)c(NC(C)C(=O)NCc2ccccc2)cc1Cl (configuration not stated) | -5 | -1 | -4 | 0 | -8 | -12 | 4 | -6
O=C(O)c1ccccc1-c1nc2cc(Cl)ccc2c(=O)n1O | -8 | 0 | 0 | 15 | -4 | 16 | -10 | 11
CN1CCN(C(=O)c2ccc(COc3ccc(Cl)cc3Cl)cc2)CC1 | 4 | 4 | 5 | -12 | -10 | 0 | 8 | -5
O=C(Cn1nc(C(F)(F)F)c2c1CCC2)NC1CCCCC1 | 2 | -9 | -1 | 12 | 3 | 2 | -2 | -4
Cc1noc(C)c1C(=O)OC(C)C(=O)N1CCc2ccccc21 (configuration not stated) | -3 | 8 | 3 | -1 | -1 | -3 | -11 | 7
Cc1ccc(C(=O)N/C(=C\c2ccco2)C(=O)NCc2cccnc2)cc1 | 5 | 0 | -4 | 17 | -15 | 0 | 2 | 2
FC(F)Oc1ccccc1/C=N/n1cnc2ccccc21 | -27 | -32 | -8 | -59 | -10 | -7 | 15 | -14
CCN(CC1COc2ccccc2O1)C(=O)CN1C(=O)NC(C)(c2ccccc2)C1=O (configuration not stated) | -19 | -11 | -5 | -1 | -4 | -3 | 1 | -1
O=C(Nc1ccc(-c2ccco2)cc1)C1CCCN(Cc2ccc(CO)o2)C1 (configuration not stated) | -8 | 2 | 17 | 4 | 2 | -7 | -8 | -12
N#Cc1c(NC(=O)c2ccc(Cn3cc(Br)cn3)o2)sc2c1CCCCC2 | 17 | -3 | 6 | 12 | -3 | 3 | 17 | 3
COc1ccc(-n2c(C)nc(=O)c(-c3ccccc3)c2C)cc1 | -13 | 13 | -1 | 18 | -4 | 4 | -8 | -6
Cc1ccc(/C=C2/SC(=S)N(CCC(=O)N3CCOCC3)C2=O)cc1 | 6 | -6 | -2 | -5 | 0 | 6 | 6 | 3
COc1ccc(-c2oc3ccc(-c4cc(OC)c(OC)c(OC)c4)cc3c2C#Cc2ccsc2)cc1 | -22 | -5 | -10 | 6 | -4 | -5 | 2 | 5
O=C(NCc1ccco1)c1nc(-c2ccc(F)cc2)no1 | 9 | . | -4 | -2 | -2 | 2 | -13 | -1

Single records, as listed above.
Cc1noc(C)c1C(=O)OC(C)C(=O)N1CCc2ccccc21 (configuration not stated) as listed: Jurkat NFkB inh: -3; Gli-Sufu antag: 8; SENP7 block: 3; 697 NFkB inh: -1; HKDC1 inh: -1; UBC13 polyUb: -3; Apaf1 inhib: -11; SENP8 inh: 7
CCCc1cc(C(=O)Nc2ccc(C(=O)OC)cc2)cs1 as listed: Jurkat NFkB inh: -13; Gli-Sufu antag: -33; SENP7 block: -1; 697 NFkB inh: 12; HKDC1 inh: -3; UBC13 polyUb: -5; Apaf1 inhib: 5; SENP8 inh: -3

(further entries)
SMILES | Jurkat NFkB inh | Gli-Sufu antag | SENP7 block | 697 NFkB inh | HKDC1 inh | UBC13 polyUb | Apaf1 inhib | SENP8 inh
COC(=O)/C(=C\Nc1ccccc1N)c1ncc(C(F)(F)F)cc1Cl | -11 | 5 | -2 | 5 | 0 | -4 | -4 | 4
O=S(=O)(Nc1ccc(-c2nc3cccnc3s2)cc1)c1cc(F)ccc1F | -25 | -4 | -3 | -5 | -4 | 0 | 4 | 24
CN(CCOc1ccccc1)C(=O)c1ccc(N2CCCC2)c([N+](=O)[O-])c1 | -14 | 10 | -5 | 4 | -8 | -20 | 12 | -7
CSCCC(=O)Nc1ccc(C(C)=O)cc1 | -45 | -39 | 3 | -26 | -1 | 4 | -21 | -4
Nc1nnc(SCc2ccc(F)cc2Cl)s1 | -7 | -16 | 5 | -3 | 11 | 13 | -6 | -5
COc1ccc(COc2cc(-c3cccc(OC)c3)nc3ccc(NC(=O)c4ccc(OC)cc4)cc23)cc1 | 31 | 19 | -2 | 21 | 2 | -10 | -21 | 2
Cc1cc2cc(CNC(=O)c3ccc(S(=O)(=O)N4CCCCC4)cc3)ccc2[nH]1 | 9 | -1 | 14 | -18 | 1 | -42 | 11 | -11
COc1cccc(NC(=O)COC(=O)CC(NC(N)=O)c2ccc(Cl)cc2)c1 (configuration not stated) | 6 | 0 | -1 | 10 | -6 | 7 | -24 | 1
Cc1cnc(NC(=O)c2ccncc2)s1 | -9 | -8 | -4 | -6 | -5 | -6 | -13 | -15
COc1cc(/C=C(\C#N)c2nc3ccccc3[nH]2)ccc1O | -33 | -24 | 94* | 9 | -2 | -150 | 4 | 92*
Cc1ccc(-c2cc(C(=O)NN)n[nH]2)o1 | -1 | 1 | 7 | 8 | 2 | 2 | 2 | -8
O=C(Cc1cccc(NC(=O)C2CCN(C(=O)C3CCCC3)CC2)c1)Nc1cccc(C(=O)N2CCCC2)c1 | 4 | -5 | 2 | 6 | 1 | -5 | 9 | -1
O=C(CCn1nnnc1CN1CCOCC1)N1CCC(c2ccccc2F)C1 (configuration not stated) | 9 | -5 | 5 | 2 | 0 | 0 | 3 | 5
Cc1cc(N/N=C/c2cccc(Cl)c2)nc(-n2nc(C)cc2C)n1 | 3 | -4 | -7 | 10 | -1 | 34 | 0 | -8
COC(=O)c1ccc(NC(=O)CSCc2ccccc2C)cc1 | -12 | -5 | 4 | 11 | -3 | 3 | 7 | 1
COc1ccc(C(=O)NCC(=O)NCC(=O)OCC(=O)c2ccc(Br)cc2)cc1 | 4 | 3 | -1 | -3 | -7 | -18 | -5 | 4
COc1ccc(N2CCN(CC(O)COCCOc3ccc(Br)cc3)CC2)cc1 (configuration not stated) | 1 | 21 | 3 | -16 | -5 | -8 | 9 | 7
CCN(c1ccccc1)S(=O)(=O)c1ccc(C(=O)NCCc2ccc(S(N)(=O)=O)cc2)cc1 | -3 | 20 | -1 | -1 | 5 | 7 | 12 | 2
O=C1C(=O)N(CCO)C(c2ccccc2[N+](=O)[O-])/C1=C(\O)c1ccccc1 (configuration not stated) | 3 | 24 | -5 | -20 | 5 | 0 | 2 | 12
COc1ccccc1C(=O)Nc1ccccc1N1CCOCC1 | 14 | 16 | 3 | 15 | -6 | -2 | 5 | 1
COc1cccc(NC(=O)Nc2cccnc2)c1 | -3 | -19 | 7 | 11 | 3 | -6 | -4 | -10
Cc1ccc([N+](=O)[O-])cc1NC(=O)CNC1CCCCC1 | -3 | 11 | 9 | -8 | -7 | -5 | 9 | -13
COc1cccc(NC(=O)c2ccc3c(c2)CCCC3)c1 | -153 | -97 | 100* | -21 | 1 | -4 | 20 | 96*
COC(=O)c1ccc(CNC(=O)COC(=O)/C=C/c2ccc(O)c(OC)c2)cc1 | 15 | -5 | 11 | -4 | -4 | 16 | 0 | 0
COc1ccccc1CNS(=O)(=O)c1c(C)nc2scc(C)n2c1=O | 2 | -6 | 1 | -38 | -3 | -2 | 3 | 2

A different layout for part of the listing above:
Each structure is followed by: Jurkat NFkB inh, Gli-Sufu antag, SENP7 block, 697 NFkB inh, HKDC1 inh, UBC13 polyUb, Apaf1 inhib, SENP8 inh
> COc1ccc(COc2cc(-c3cccc(OC)c3)nc3ccc(NC(=O)c4ccc(OC)cc4)cc23)cc1
    31, 19, -2, 21, 2, -10, -21, 2
> COc1cccc(NC(=O)c2ccc3c(c2)CCCC3)c1
    -153, -97, 100*, -21, 1, -4, 20, 96*
> CCN(c1ccccc1)S(=O)(=O)c1ccc(C(=O)NCCc2ccc(S(N)(=O)=O)cc2)cc1
    -3, 20, -1, -1, 5, 7, 12, 2

Other results follow:
SMILES | Jurkat NFkB inh | Gli-Sufu antag | SENP7 block | 697 NFkB inh | HKDC1 inh | UBC13 polyUb | Apaf1 inhib | SENP8 inh
C/C(=C\C(=O)c1ccc(Cl)cc1Cl)N(C)C | 5 | -7 | -2 | 13 | -8 | -4 | 10 | -6
O=C(COC(=O)c1cncc(Br)c1)NC1CCCC1 | 1 | 15 | 14 | 9 | 2 | 3 | 4 | -4
CCN(CC(=O)NCCc1ccc(S(N)(=O)=O)cc1)Cc1nc2ccccc2c(=O)[nH]1 | 14 | -3 | 2 | 1 | -2 | 9 | 0 | 0
Cc1ccccc1NC(=O)c1ccc(C)c(S(=O)(=O)Nc2cccnc2)c1 | -8 | 11 | 6 | -2 | 10 | -4 | 4 | -3
COc1ccc(C)cc1NS(=O)(=O)c1ccc(Br)s1 | -2 | 2 | -3 | -8 | -4 | -1 | 0 | -3
CC(C)CCNC(=O)CCn1nc(-c2ccccc2)ccc1=O | -6 | 1 | 1 | 25 | 10 | -3 | 3 | -15
N#CCCn1cc(C(=O)O)c(-c2cccs2)n1 | 4 | -4 | 0 | 21 | -4 | -2 | 0 | -4
CCCC(=O)N(CCN1CCOCC1)c1nc2ccc(OCC)cc2s1 | -3 | -12 | 28 | -20 | -3 | -3 | -7 | -8
O=C(NC1(C(F)(F)F)NC(=O)N(Cc2ccco2)C1=O)c1cccs1 (configuration not stated) | -4 | 11 | 6 | 1 | 0 | -5 | 15 | 8
O=C(c1cc2cc(Cl)ccc2[nH]1)N1CCN(c2ccccc2F)CC1 | -7 | 0 | 10 | -5 | 3 | -2 | 13 | -13
O=C(O)C1CCCCC1C(=O)Nc1ccc2c(c1)CCC2 (configuration not stated) | 9 | -3 | 16 | 15 | -1 | -7 | 0 | -6
Cc1cc(C)c(NC(=O)COC(=O)C2CCC(=O)N2)c(C)c1 (configuration not stated) | 3 | -6 | 8 | 8 | -6 | 13 | -5 | -3
COc1cccc(-c2nc(CS(=O)CC(=O)NCc3ccccc3)c(C)o2)c1 (configuration not stated) | -11 | 10 | 6 | -9 | -5 | 4 | 0 | 12
COc1ccc(NCC(O)Cn2c(C)c(C)c3ccccc32)cc1 (configuration not stated) | 5 | 8 | -2 | -11 | 1 | -2 | 11 | -11
COc1ccc(C(=O)C(C)OC(=O)CN2C(=O)c3ccccc3C2=O)cc1 (configuration not stated) | -5 | 0 | -9 | -6 | 3 | ? | -2 | -8

Source: PubChem BioAssay (Sanford-Burnham Center for Chemical Genomics)
